Assay outcomes: PubChem, Johns Hopkins Ion Channel Center
CHT inh – inhibitors of human choline transporter CHT. CHT-expressing cells, membrane potential dye, choline response; stronger effect = lower value. AID 488975, 2010. 310,000 compounds, 0.86% hits. B-score at 10 µM;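 active means B-score over 3 SD under the library average, and starting fluorescence ratio not unusually high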;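 further: choline stimulus applied at its EC90 after an EC20 pre-addition; B-score computed on integrated fluorescence ratio after choline addition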
Target sequence (Q9GZV3 whole entry, looked up): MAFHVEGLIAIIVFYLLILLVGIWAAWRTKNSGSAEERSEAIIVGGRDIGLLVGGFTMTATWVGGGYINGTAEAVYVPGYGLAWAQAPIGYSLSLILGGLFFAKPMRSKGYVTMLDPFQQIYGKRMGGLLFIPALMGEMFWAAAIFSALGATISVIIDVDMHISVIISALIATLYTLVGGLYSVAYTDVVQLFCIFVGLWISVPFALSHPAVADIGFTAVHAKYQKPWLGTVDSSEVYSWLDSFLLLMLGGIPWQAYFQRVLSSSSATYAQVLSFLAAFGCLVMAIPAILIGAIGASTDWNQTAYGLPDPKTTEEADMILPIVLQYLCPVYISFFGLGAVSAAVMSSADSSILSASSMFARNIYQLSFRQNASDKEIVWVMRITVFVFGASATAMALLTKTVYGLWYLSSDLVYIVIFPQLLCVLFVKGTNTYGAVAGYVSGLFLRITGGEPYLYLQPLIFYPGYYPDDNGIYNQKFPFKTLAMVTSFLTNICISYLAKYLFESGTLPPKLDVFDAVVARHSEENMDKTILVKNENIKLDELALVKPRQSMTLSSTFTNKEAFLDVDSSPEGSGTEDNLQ
CHT allo act – CHT positive allosteric modulators, primary screen, cell-based, membrane potential dye, choline EC20 | High affinity choline transporter 1 (Homo sapiens), Q9GZV3 | CHT-expressing cells; stronger effect = higher value; LV-AA mutant CHT in HEK293 cells | B-score at 10 µM | 310,000 compounds, 0.49% hits | AID 488977, 2010;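 active means initial fluorescence not abnormally high and integrated response B-score, plate-corrected, over 3 SD above library mean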
* hit, by the source's call; i = inactive.

Results follow in this order: CHT inh	CHT allo act
> O=C(c1ccc([N+](=O)[O-])c(CS(=O)(=O)c2ccc(Cl)cc2)c1)N1CCCCC1
→ i	i
> Cc1ccccc1C(=O)Nc1ccc2c(c1)C(=O)NC2=O
→ i	i
> CCOC(=O)c1c(SC)[nH]c2c(Cl)cccc2c1=O
→ i	i
> Cc1ccc(SCc2cc(=O)[nH]c(/N=C(\N)Nc3cccc4ccccc34)n2)cc1
→ i	i
> CCOC(=O)C1ON2CCCCC2C1(O)C(F)(F)F (configuration not stated)
→ i	i
> CCOc1ccc(NC(=O)CSc2ncc(-c3ccc(F)cc3)n2Cc2ccco2)cc1
→ i	i
> Cc1ccc(S(=O)(=O)NC(=O)N(C)C2CCCCC2)cc1
→ i	i
> O=C(NCCn1ccc2ccccc21)c1cccc([N+](=O)[O-])c1
→ i	i
> Cc1cc(C)n2nc(-c3ccccc3)c(-c3ccccc3)c2n1
→ i	i
> O=C(CCS(=O)(=O)Cc1ccccc1F)NCCCN1CCCCC1
→ i	i
> CCc1ccc(-c2cc(C)no2)cc1S(=O)(=O)N1CCN(c2ccc(C(C)=O)cc2)CC1
→ i	i
> CC(=N[C@@H]1CCCC[C@H]1N=C(C)c1ccccc1O)c1ccccc1O
→ i	i
> Cc1cnc(NC(=O)CSc2nnc(C)s2)s1
→ i	i
> Cc1cc(C)n2nc(SCC(=O)c3c(N)n(CC(C)C)c(=O)n(C)c3=O)nc2n1
→ i	i
> Fc1ccc(CSc2ccc3nnc(-c4cccnc4)n3n2)cc1
→ i	i
> Cc1cc(N2C(=O)C=CC2=O)c([N+](=O)[O-])cc1C
→ i	i
> CCOC(=O)N1CCN(C(=O)c2ccc(CS(=O)(=O)c3ccccc3OC)o2)CC1
→ i	i
> CN(CCOc1ccccc1)CC(O)COCc1ccccc1F (configuration not stated)
→ i	i
> CCSc1nnc(CSc2ncccn2)n1C
→ i	i
> CCOCC(=O)Nc1ccc([N+](=O)[O-])cc1Cl
→ i	i
> CC(C(O)C12CC3CC(CC(C3)C1)C2)N1CCCCC1 (configuration not stated)
→ i	i
> COc1ccc(C(=O)NCC(=O)OCC(=O)N2N=C(c3ccc(Cl)cc3)CC2c2ccco2)cc1OC (configuration not stated)
→ i	i
> CC1=NOC(=O)/C1=C/c1ccc(O)c(Cl)c1
→ -8.6*	i
> O=C(CN1CCOCC1)Nc1ccc(S(=O)(=O)N2CCCCCC2)cc1
→ i	i
> Cc1cc2c(cc1S(N)(=O)=O)S(=O)(=O)CCC2
→ i	i
> CC(OC(=O)Cc1n[nH]c(=O)c2ccccc12)C(=O)Nc1cccc([N+](=O)[O-])c1 (configuration not stated)
→ i	i
> CCn1c(/C=C/Nc2ccccc2)[n+](CC)c2cc(Cl)c(Cl)cc21
→ i	7*
> O=C(O)c1ccccc1C(c1ccc(O)cc1)c1ccc(O)cc1
→ i	i
> CCOC(=O)c1ccc(N2C=C(C(=O)OC)C(c3ccc(OC)c(O)c3)C(C(=O)OC)=C2)cc1
→ i	i
> O=C(NN1C(=O)C2C3C=CC(C4CC34)C2C1=O)c1cccc(Br)c1 (configuration not stated)
→ i	i
> C=CCNC(C(=O)Nc1cccc(OC)c1)c1ccccc1 (configuration not stated)
→ i	i
> C=CCNC(=O)c1ccc(N(Cc2ccc(Cl)cc2)S(C)(=O)=O)cc1
→ i	i
> CC(=O)Nc1cccc2c1C(=O)N(c1cccc(C)c1)C2=O
→ i	i
> COc1ccc(CC(=O)NC(C)c2nnc(SCC(=O)Nc3cc(C)ccc3OC)n2C)cc1 (configuration not stated)
→ i	i
> O=C(NCc1ccccc1)c1onc(CSc2nc3ccccc3[nH]2)c1C(=O)NCc1ccccc1
→ i	i
> CCOC(=O)CCn1nnc(N)n1
→ i	i
> COC(=O)CNC(=O)C(NC(=O)OCc1ccccc1)C(C)C (configuration not stated)
→ i	i
> COC(=O)c1ccc(COc2ccc(/C=N/O)cc2)o1
→ i	i
> COC(=O)c1cncc(O)c1
→ i	i
> COc1ccc(OC)c(CN(CCN2CCOCC2)C(=O)Nc2cccc(Cl)c2)c1
→ i	i

The final five entries of the section above open the next one:
Results follow in this order: CHT inh	CHT allo act
> CCOC(=O)CCn1nnc(N)n1
→ i	i
> COC(=O)CNC(=O)C(NC(=O)OCc1ccccc1)C(C)C (configuration not stated)
→ i	i
> COC(=O)c1ccc(COc2ccc(/C=N/O)cc2)o1
→ i	i
> COC(=O)c1cncc(O)c1
→ i	i
> COc1ccc(OC)c(CN(CCN2CCOCC2)C(=O)Nc2cccc(Cl)c2)c1
→ i	i
> CC(=O)Nc1ccc2c(c1)nc(CN1CCCC1)n2C
→ i	i
> CC(=O)c1sc(NC(=O)c2cc(-c3ccccc3)nn2-c2ccccc2)nc1C
→ i	i
> CCOc1ccc(NC(=O)Cc2ccc(S(=O)(=O)N3CCOCC3)s2)cc1OCC
→ i	i
> COc1ccc(NC(=O)C2(N(CC(C)C)C(=O)Cn3nnnc3N)CCCCC2)cc1
→ i	i
> Cc1nsc(Nc2ccc([N+](=O)[O-])cc2)c1C#N
→ i	i
> CC1=C(C(=O)Nc2ccc(Cl)cc2C(=O)N2CCC(C(N)=O)CC2)SCCO1
→ i	i
> Cc1ccc2c(Cl)c(C(=O)NCC(c3ccco3)N3CCCC3)sc2c1 (configuration not stated)
→ i	i
> Cc1ccc(NC(=O)Cn2ccc([N+](=O)[O-])n2)cc1Cl
→ i	i
> O=C(c1ccc(S(=O)(=O)Nc2cccc(C(F)(F)F)c2)cc1)N1CCC1
→ i	i
> O=C(OC1CCOC1=O)c1cccc(S(=O)(=O)Nc2ccc(F)cc2)c1 (configuration not stated)
→ i	i
> COc1ccccc1N1CCN(Cc2cc(=O)c(OCC(=O)NC3CCCC3)co2)CC1
→ i	i
> O=CNc1ccc(S(=O)(=O)NCc2ccccc2)cc1
→ i	i
> CCN1C(=O)CSC1=Nc1ccc(C(=O)O)cc1
→ i	i
> O=[N+]([O-])c1cccc(Oc2cnccn2)c1
→ i	i
> COc1ccc(NC(=O)CN2CCN(c3ccccc3F)CC2)cc1
→ i	i
> CC(C(=O)N1CCN(c2ccccc2)CC1)c1ccc([N+](=O)[O-])cc1 (configuration not stated)
→ i	i
> CCOC(=O)C1=C(CSc2nc(-c3ccccc3)ccc2C#N)OC(N)=C(C#N)C1c1ccccc1 (configuration not stated)
→ i	i
> Cc1ccc(OCC(=O)NCCNC(=O)c2cnccn2)cc1
→ i	i
> O=C(Nc1ccccc1)c1ccc(COc2ccccc2)cc1
→ i	i
> CCOC(=O)Cc1cc(=O)n2[nH]c(C)c(-c3ccccc3)c2n1
→ i	i
> CCOC(=O)N1CCC(N2Cc3cccc(C(=O)O)c3C2=O)CC1
→ i	i
> O=C(O)c1nn(CCOc2cccc(Cl)c2)c(=O)c2ccccc12
→ i	i
> COc1ccc(CCNC(=O)COc2ccc(C)nc2[N+](=O)[O-])cc1
→ i	i
> CC(C)CNS(=O)(=O)c1ccc(CCC(=O)Nc2ccc3c(c2)OCO3)cc1
→ i	i
> O=C(c1cc2ccccc2o1)N1CCOCC1
→ i	i
> CCOc1ccc(NC(=O)CCN2CCN(S(=O)(=O)c3ccc(OC)cc3)CC2)cc1
→ i	i
> Cn1ncc([N+](=O)[O-])c1C(=O)Nc1ccccc1
→ i	i
> COc1cc(CNc2ccc(N3CCN(C(C)=O)CC3)cc2)ccc1OCc1ccc(F)cc1
→ i	i
> O=C(Nc1ccccc1)Nc1cccc(-c2nnco2)c1
→ i	i
> Cc1cc(-c2nnc(CCC(=O)N3CCN(Cc4cccnc4)CC3)o2)c(C)o1
→ i	i
> Cc1ccnc2nc(C(=O)NC3CCCc4ccccc43)nn12 (configuration not stated)
→ i	i
> CN(C(=O)C12CC3CC(CC(C3)C1)C2)C1(C)CCS(=O)(=O)C1 (configuration not stated)
→ i	i
> COc1cc(/C=C2\C(=N)N3N=C(S(C)(=O)=O)SC3=NC2=O)ccc1OCCOc1ccc(C)cc1
→ i	i
> Cc1ccc2c(c1)C1CN(C)CCC1N2C(=S)NC(=O)c1ccc(Cl)cc1Cl (configuration not stated)
→ i	i
> COC(=O)C1=C(C)NC(=O)/C1=C/c1ccc(CNS(=O)(=O)c2ccc(C)cc2)o1
→ i	i
> CN1CCN(C(=O)CCc2ccc(S(=O)(=O)NC3CCCCC3)cc2)CC1
→ i	i
> Cc1cc(NC(=O)Cn2nnc(-c3ccccc3NC(=O)c3ccccc3F)n2)no1
→ i	i
> CCOC(=O)N1CCC(=NNC(=O)NC2CCCCC2)CC1
→ i	i
> CCN(CC(=O)Nc1ccc2c(c1)OCCO2)C(=O)c1ccc(C(F)(F)F)cc1
→ i	i
> Fc1ccccc1NC(=S)N1CCN(Cc2ccc3c(c2)OCO3)CC1
→ i	i
> CSc1ccccc1OCc1cc(C(=O)N(C)Cc2cnccn2)no1
→ i	i
> O=C(Cn1cnc2c(nnn2Cc2ccccc2F)c1=O)NCc1ccco1
→ i	i
> CC(C)=CCN1CCN(Cc2cccc3nonc23)CC1CCO (configuration not stated)
→ i	i
> Cc1c(Cl)cccc1NC(=S)NCCC(c1ccccc1)c1ccccc1
→ i	i
> COC(=O)c1ccccc1-c1ccc(/C=C2\C(=O)N(c3ccccc3)N=C2c2ccccc2)o1
→ i	i
> CCOC(=O)C1=C(C)NC(=O)NC1c1ccoc1 (configuration not stated)
→ i	i
> COc1ccc(Cc2nnc(NC(C)=O)s2)cc1
→ i	i
> C=CCN1C(=O)CN=C1Nc1ccc(F)cc1
→ i	i
> CCOC(=O)C(=O)Nc1nnc(CCc2ccccc2)s1
→ i	i
> CCCCNc1ncnc2c1cnn2-c1ccccc1
→ -5.4*	i
> O=C(c1ccc(OC2CCN(C(=O)c3cccnc3)CC2)cc1)N1CCCCCC1
→ i	i
> CC(=O)Nc1ccc(NC(=O)c2ccc(NS(=O)(=O)c3cc(C(C)(C)C)cc(C)c3C)cc2)cc1
→ i	i
> CCn1ccnc1CN1CCN(CC=C(C)C)C(CCO)C1 (configuration not stated)
→ i	i
> Cc1ccccc1C(=O)NC(=S)NCCC1=CCCCC1
→ i	i
> O=C(CSc1ccccc1)Nc1ccc2c(c1)C(=O)NC2=O
→ i	i
> Cc1sc2nc(CN3CCC(C)CC3)nc(Cl)c2c1C
→ i	i
> CC[N+]1(CC)CC2=Cc3ccccc3CC2C1 (configuration not stated)
→ i	i
> O=C1NC2(CCCCCC2)C(=O)N1Cc1ccc(Br)cc1
→ i	i
> Cc1cccc(C2CN(C)CCc3c2cc(O)c(O)c3Cl)c1 (configuration not stated)
→ i	i
> O=C(NC1CCS(=O)(=O)C1)C1CCCCN1S(=O)(=O)c1ccc(Cl)cc1 (configuration not stated)
→ i	i

By substructure: those above containing an NH in an aromatic ring.
Results follow in this order: CHT inh	CHT allo act
> CCOC(=O)c1c(SC)[nH]c2c(Cl)cccc2c1=O
→ i	i
> Cc1ccc(SCc2cc(=O)[nH]c(/N=C(\N)Nc3cccc4ccccc34)n2)cc1
→ i	i
> CC(OC(=O)Cc1n[nH]c(=O)c2ccccc12)C(=O)Nc1cccc([N+](=O)[O-])c1 (configuration not stated)
→ i	i
> O=C(NCc1ccccc1)c1onc(CSc2nc3ccccc3[nH]2)c1C(=O)NCc1ccccc1
→ i	i
> CCOC(=O)Cc1cc(=O)n2[nH]c(C)c(-c3ccccc3)c2n1
→ i	i

Continued:
Results follow in this order: CHT inh	CHT allo act
> COc1cc(OC)cc(OCC(O)Cn2ccnc2C)c1 (configuration not stated)
→ i	i
> COC(=O)c1c(-c2ccc(C)cc2)csc1NC(=S)NC(=O)c1cc(OC)cc(OC)c1
→ i	i
> COc1cc(C2N3CC4(C)CN2CC(C)(C3)C4)ccc1O (configuration not stated)
→ i	i
> O=C(Nc1ccc(Cl)cc1)C1c2cccc[n+]2CC(=O)N1Cc1ccc2c(c1)OCO2 (configuration not stated)
→ i	i
> CCCC(=O)NC(=S)Nc1ccccc1F
→ i	i
> O=C1OCc2ccc(NC(=O)c3c(F)cccc3Cl)cc21
→ i	i
> CN(C)CC1CCCCC1C1(O)c2ccccc2CSc2sccc21 (configuration not stated)
→ i	i
> CC(=O)Nc1ccc(S(=O)(=O)NCC(=O)OCC(=O)NCc2ccco2)cc1
→ i	i
> O=C(c1cccc(Br)c1)N1CCN(C(=O)N2CCOCC2)CC1
→ i	i
> COc1cc(C2C(C#N)=C(N)Oc3n[nH]c(C)c32)ccc1OC(=O)c1ccccc1 (configuration not stated)
→ i	i
> Cc1cc(OCC(O)CNC(C)(C)C)ccc1Cl (configuration not stated)
→ i	i
> Cc1ccccc1-n1cc(CNCc2c(C(=O)N(C)C)nc3ccc(Cl)cn23)cn1
→ i	i
> Cc1ccc(NC(=O)O/N=C2\CCCCC2c2ccc([N+](=O)[O-])cc2[N+](=O)[O-])cc1 (configuration not stated)
→ i	i
> O=C(CSc1nnc(-c2cccs2)o1)N1CCCCC1
→ i	i
> CCOC(=O)C(C)(C)Sc1ncnc2nc[nH]c12
→ i	i
> COC(=O)C1=C(C)N(c2cccc(OC)c2)C(=O)/C1=C\c1ccco1
→ i	i
> COc1ccc2cc1Oc1ccc(cc1)CC1c3c(cc(OC)c4c3Oc3cc5c(cc3O4)CCNC5C2)CCN1C (configuration not stated)
→ i	i
> Cc1cccc(OCC(=O)NCCCNC(=O)c2ccco2)c1
→ i	i
> CCCCn1c(SCC(=O)N2CC(=O)Nc3ccccc32)nnc1-c1ccoc1C
→ i	i
> O=C1NN(c2ccccc2)C(=O)/C1=C\c1cccc(OC(=O)c2cccs2)c1
→ i	i
> CC1(C)Cc2cccc(OCC(=O)N3CCN(c4ccc(F)cc4)CC3)c2O1
→ i	i
> CCc1nnc(NC(=O)CSc2ccc(-c3cccs3)nn2)s1
→ i	i
> CS(=O)(=O)c1ccc2nc(NC(=O)c3ccc(S(=O)(=O)NCC4CCCO4)cc3)sc2c1 (configuration not stated)
→ i	i
> CN(Cc1ccccc1)S(=O)(=O)c1ccc2c(c1)OCCO2
→ i	i
> COc1ccc(CCNC(=O)c2cc(=O)[nH]c3ccc(Br)cc23)cc1OC
→ i	i
